# mIDH1 inhibitor – human IDH1 R132H inhibition; O75874; IDH1-R132H enzyme, NADPH consumption, diaphorase/resazurin fluorescence; Potency, µM (top dose mostly 76.6 µM), for inactives: at the top dose activity change, negative = inhibition, most hits filed as inhibitors; 0.093% of 390,000 active; also: potency is read from the fitted curve at half-maximal effect; % is scaled to controls: 0 for no effect and ±100 for the full control effect; nearly all actives have a fitted effect of over 65% in size
#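 IDH1-R132H (0.5 ug/mL dispensed) in pH 7.5 Tris buffer was preincubated 30 min with compound, then given a substrate mix of 0.016 mM NADPH and 2 mM alpha-KG for 80 min at room temperature; remaining NADPH was read by diaphorase/resazurin fluorescence.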
# TRHR enhancer – allosteric enhancers of human TRH receptor; P34981; enhancement, % at 2 µM; 0.66% of 360,000 active; AID 493056; TRHR cells, fluo-8 calcium fluorescence, EC20 TRH enhancement; in the data active = enhancement above about 30%; also: 0% is about no effect
#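 Enhancer read-out: after compound pinning and an initial kinetic agonist-mode read, an EC20 of TRH (10 nM final) was injected and fluo-8 calcium signal (Ex 480/Em 530) followed at 1 s/cycle for 100 cycles in TRHR-expressing cells.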
# Pin1 inhibitor – human Pin1 inhibition; Q13526; Pin1 FP peptide displacement, HiFluor488, 10 min; Potency, µM (top dose mostly 115 µM), for the others: at the top dose activity, negative = inhibition, hits mostly inhibitors; 0.009% of 390,000 active; active = well fitted inhibition curve with a large enough effect in the polarisation, with a control signal flat, not every such curve was filed as active; inconclusive = small, poorly fitted or top-dose-only effect, or effect the other way, or a change in a side signal; inactive = no such curve, though single readings can be large or run the other way; the % refers to the polarisation; also: potency is read from the fitted curve at half-maximal effect; % is scaled to controls: 0 for no effect and ±100 for the full control effect
# Target sequence (Q13526 whole entry, looked up): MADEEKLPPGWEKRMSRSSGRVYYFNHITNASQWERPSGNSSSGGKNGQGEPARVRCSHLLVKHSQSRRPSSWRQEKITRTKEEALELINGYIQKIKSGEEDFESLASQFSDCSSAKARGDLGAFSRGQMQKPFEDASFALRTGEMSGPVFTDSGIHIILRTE
# rTrxR1 inhibitor – blocks rat thioredoxin reductase 1; 1% of 390,000 active; Potency, µM (highest dose often 114 µM), for the others: top-dose activity change, negative = inhibition, usual class: inhibitors; recombinant rTrxR1, NADPH fluorescence consumption, selenite substrate; AID 588453; also: potency is read from the fitted curve at half-maximal effect; % is scaled to controls: 0 for no effect and ±100 for the full control effect; nearly all actives have a fitted effect of over 65% in size
#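 Rat TrxR1 (90 nM in the dispensed reagent) was pre-reduced with 400 uM NADPH for 5 min at room temperature, then incubated with compound for 15 min. After 400 uM selenite was added, NADPH fluorescence (Ex 340/Em 450 nm) was followed for 8 min.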
# TRHR agonist – activates the human TRH receptor | P34981 | TRHR cells, calcium flux fluo-8, FDSS agonist mode | activation, % at 2 µM | 0.18% of 360,000 active | AID 493084; in the data active = activation above about 30%; also: 0% is about no effect
#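 Steps: seed TRHR cells overnight; add fluo-8 no-wash Ca dye, RT 30 min–1.5 h; record 10 s baseline; pin-transfer compounds; monitor fluorescence 1 cycle/s for the agonist window. Calcium increases flag candidate agonists.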
# TrxR1 substrate – substrates of rat thioredoxin reductase 1; O89049; purified TrxR1 substrate turnover, NADPH consumption readout; 0.01% of 390,000 active; Potency, µM (series often up to 114 µM), without a hit: at the highest dose activity change, negative = substrate turnover; also: potency is read from the fitted curve at half-maximal effect; % is scaled to controls: 0 for no effect and ±100 for the full control effect; nearly all actives have a fitted effect of over 50% in size
#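 Rat TrxR1, dispensed at 90 nM, was prereduced with 400 uM NADPH (final) for 5 min at ~22 deg C, then incubated with compound 15 min before 400 uM selenite. A first-read NADPH fluorescence drop versus no-compound background flagged substrates.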
# D2 antagonist – D2 dopamine receptor (human) antagonism; 2% of 340,000 active; inhibition, % at 10 µM; HEK293 TREx D2 cells, calcium flux, dopamine EC80; P14416; in the data active = inhibition above about 30%; also: 0% is about no effect
#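 In this primary screen, negative modulation is detected by tracking calcium flux after an EC80 dopamine challenge in inducible HEK293 T-REx D2 cells preexposed to test compound for 180 s.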
# USP1-UAF1 inh – inhibitors of human USP1/UAF1 deubiquitinase | Potency, µM (doses to about 57.1 µM), for the others: at the top dose activity change, negative = inhibition, actives largely listed as inhibitors | recombinant USP1/UAF1, Ub-Rhodamine cleavage fluorescence | O94782 | 0.23% of 390,000 active; also: potency is read from the fitted curve at half-maximal effect; % is scaled to controls: 0 for no effect and ±100 for the full control effect; nearly all actives have a fitted effect of over 60% in size; inactives centre near -12
# Target sequence (O94782 whole entry, looked up): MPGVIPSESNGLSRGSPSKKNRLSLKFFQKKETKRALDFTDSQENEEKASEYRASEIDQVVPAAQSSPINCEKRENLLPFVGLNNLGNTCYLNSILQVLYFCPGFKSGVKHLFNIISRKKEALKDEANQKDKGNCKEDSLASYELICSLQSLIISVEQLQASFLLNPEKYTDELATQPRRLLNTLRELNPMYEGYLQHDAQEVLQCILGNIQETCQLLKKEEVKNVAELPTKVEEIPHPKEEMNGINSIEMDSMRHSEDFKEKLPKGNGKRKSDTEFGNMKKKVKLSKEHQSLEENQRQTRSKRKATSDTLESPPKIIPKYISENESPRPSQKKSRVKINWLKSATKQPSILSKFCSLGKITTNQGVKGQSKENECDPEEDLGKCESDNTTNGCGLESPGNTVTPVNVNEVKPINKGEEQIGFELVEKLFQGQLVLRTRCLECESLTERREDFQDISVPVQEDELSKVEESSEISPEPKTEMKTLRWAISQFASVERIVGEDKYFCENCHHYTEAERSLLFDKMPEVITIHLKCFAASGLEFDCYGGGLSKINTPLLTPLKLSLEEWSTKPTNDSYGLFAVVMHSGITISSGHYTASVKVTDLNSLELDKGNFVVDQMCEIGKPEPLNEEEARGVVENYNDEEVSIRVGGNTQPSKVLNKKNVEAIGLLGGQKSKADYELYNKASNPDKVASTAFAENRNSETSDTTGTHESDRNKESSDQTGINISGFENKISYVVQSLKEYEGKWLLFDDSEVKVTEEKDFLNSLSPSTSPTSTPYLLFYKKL
#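 1 nM enzyme complex + cpd, 15 min RT; start with Ub-Rho 150nM final; kinetic fluorescence ex 480/em 540, 6 reads q60 s. Buffer 50mM HEPES pH 7.8, 0.5mM EDTA, 0.1 mg/ml BSA, 1mM TCEP, 0.01% Tween-20.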
# D2 agonist – D2 dopamine receptor (human) agonism | AID 485358 | HEK293 T-REx D2 cells, calcium flux agonist mode | 0.53% of 340,000 active | activation, % at 2 µM;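 active = activation over 3 SD above normal in the single-dose calcium agonist read, cut at about 30% in these data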; also: 0% is about no effect
#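 Tetracycline-induced HEK293 T-REx cells with force-coupled D2 receptor, plated overnight at 30 C, loaded with no-wash calcium dye. After a 10 s baseline, compound was pin-added and calcium flux read kinetically for 180 s; calcium rises flagged agonists.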
# The depositor's hits bear a star; ? = inconclusive; / = no result given; & = joins results of further samples; [ ] = another dose, or the depositor's remark. Unless noted, calls follow the shape of the dose curve; as a rule, active = well fitted inhibition curve with a large enough effect; inconclusive = small, poorly fitted or top-dose-only effect; inactive = no such curve, though single readings can be large or run the other way. These rows are one share of the data; count on the stated rates, not on these rows.
smiles,rTrxR1 inhibitor,USP1-UAF1 inh,D2 agonist,TrxR1 substrate,D2 antagonist,TRHR enhancer,Pin1 inhibitor,TRHR agonist,mIDH1 inhibitor
COc1cc(/C=C(\C#N)C(=O)NCC2CCCO2)ccc1OCC(N)=O (stereo not given),32%[activator][57.1 µM],-16%,0.4,-12%[57.1 µM],-2,14,-1%,1.1,6%
Cc1ccc(C(=O)Nc2cccc3cccnc23)cc1Br,4%[57.1 µM],-15%,/,7%[57.1 µM],/,/,19%,/,13%
O=C(CN1C(=O)c2ccccc2S1(=O)=O)Nc1cccc(S(=O)(=O)N2CCOCC2)c1,12%[57.1 µM],-17%,/,14%[57.1 µM],/,/,-1%,/,1%
CC(C)n1c(=O)c2oc3ccccc3c2n(CC(=O)Nc2ccccc2Cl)c1=O,0%,-11%,0.2,3%,/,-1,?,1.0,-21%
CN1CCN(c2ccc(S(=O)(=O)N3CCCCC3)cc2NC(=O)CCc2ccccc2)CC1,33%,-23%,6.1,6%,16,-2,-4%,4.0,-3%
CCCC(=O)N1CCC(O)(c2cccc(F)c2)CC1,14%[57.1 µM],-8%,-0.4,3%[57.1 µM],-2,-3,-8%,0.2,27%
O=C(COC(=O)CCNS(=O)(=O)c1ccc(Cl)cc1)Nc1ccccc1OC(F)F,7%,-7%,0.0,-8%,4,15,2%,-1.4,3%
COc1ccc(CC(=O)NNC(=O)c2ccco2)cc1,12%[57.1 µM],-1%,0.2,7%[57.1 µM],-16,-1,15%,0.6,7%
Cc1cccc(NC(=O)N2CC(=O)Nc3sc4c(c3C2c2ccccc2)CCCC4)c1C (stereo not given),14%,-19%,-0.7,-3%,/,-12,2%,-0.9,-12%
COc1ccc(NC(=O)N2CCCCC2c2cccnc2)cc1 (stereo not given),-6%,-12%,-1.3,-7%,23,4,-11%,1.1,1%
C[C@H](CO)N1C[C@H](C)[C@@H](CN(C)Cc2ccc(-c3ccccc3)cc2)Oc2c(NC(=O)Nc3ccc4c(c3)OCO4)cccc2C1=O,12%[57.1 µM],?,/,7%[57.1 µM],/,/,41%[activator],/,-1%
O=C(NC(Cc1ccccc1)C(=O)O)OCc1ccccc1 (stereo not given),18%,-6%,-0.8,-5%,5,0,-6%,1.0,6%
COc1ccc(CNC(=O)Cn2ncn3nc(-c4cccs4)cc3c2=O)cc1,22%,-16%,-0.5,10%,/,-4,-3%,0.0,12%
COCCN(C(=O)C1CCC1)c1c(N)n(CC(C)C)c(=O)[nH]c1=O,16%,-12%,-0.7,1%,-3,-1,1%,0.3,-10%
COC(=O)CSc1nnc(SCc2ccc(OC)cc2)s1,10%[57.1 µM],-15%,0.1,10%[57.1 µM],12,-11,0%,-0.4,2%
O=C(CCl)NCCCCCCCCCNC(=O)CCl,-14%,-10%,1.0,4%,-17,-7,6%,0.2,1%
Cc1cccc(-c2ccc3ncnc(NCc4cccnc4)c3c2)c1,21%[57.1 µM],/,0.2,16%[57.1 µM],-2,0&0,-8%,-0.1&0.0,/
COc1ccc(CCNC(=O)CN(C2CCCCC2)S(C)(=O)=O)cc1,5%[57.1 µM],-7%,-0.6,7%[57.1 µM],1,-18,-7%,0.5,1%
Cc1ccccc1-n1c(SCc2ccc(Cl)cc2)nc2[nH]ncc2c1=O,17%[57.1 µM],-14%,0.0,-1%[57.1 µM],/,4,2%,0.8,?
COC(=O)c1ccc(N2CCN(C)CC2)c(NC(=O)COc2cccc(C)c2)c1,-2%[57.1 µM],-19%,-2.2,-1%[57.1 µM],-4,1,8%,0.5,3%
OC1CC(c2ccco2)NC2(CCCCC2)C1 (stereo not given),0%[57.1 µM],-10%,0.1,1%[57.1 µM],-2,1,-1%,-1.0,-5%
O=[N+]([O-])C1=CC=C2C(=NC3(CCCCC3)N2O)C1=NCCc1ccccc1,-3%[57.1 µM],-7%,-0.8,2%,-3,-3,-1%,-0.9,6%
O=C(Nc1ccccn1)C1CCN(C(=O)c2ccc(F)cc2)CC1,-6%,-4%,-0.5,-9%,-9,-1,-2%,-0.2,2%
O=C(c1cc(-c2ccccc2Cl)on1)N1CCCC1,8%,-27%,0.3,1%,-23,-1,3%,-0.3,-1%
COc1c(N2CCN(C(=S)Nc3ccc(F)cc3)C(C)C2)c(F)cc2c(=O)c(C(=O)O)cn(C3CC3)c12 (stereo not given),-20%,-11%,0.4,15%,-8,8,1%,0.7,1%
C=CCn1c(CNC(=O)c2cccs2)nnc1SCc1ccc(Cl)cc1Cl,-14%,-8%,-0.1,-14%,16,10,-5%,-0.6,2%
O=C(CN1CCN(S(=O)(=O)N2CCOCC2)CC1)Nc1cc(Cl)cc(Cl)c1,26%[57.1 µM],0%,4.1,5%[57.1 µM],13,-6,-3%,-0.2,14%
CCOc1ccc(C(=O)N/N=C(\c2ccccc2)c2ccccn2)cc1,0%,-4%,-0.9,-6%,21,-2,-1%,-0.6,4%
COc1ccc(NC(=O)CSc2nnc3ccc(-c4cccnc4)nn23)cc1,0%,-24%,-0.3,-3%,-4,-2,-1%,-0.3,2%
O=C(N/N=C/c1oc(O)c2ccccc12)c1ccccc1O,4%,-11%,0.8,-5%,2,1,?,0.2,1%
CCOc1cccc(OCCOCCN2CCCC2)c1,3%,-19%,0.3,-5%,2,-4,-9%,0.7,0%
CC(=O)Nc1cccc(C(=O)OCc2ccccc2)c1,22%[57.1 µM],-14%,1.1,24%[57.1 µM],-4,-2,4%,0.1,6%
COc1ccc(NC(=O)c2oc3ccccc3c2NC(=O)c2cc(=O)c3c(C)cc(C)cc3o2)cc1,17%,-10%,0.1,3%,/,-8,?,0.3,-6%
O=C1CC(c2ccc(Cl)cc2)Oc2ccc(Cl)cc21 (stereo not given),8%[57.1 µM],-13%,/,9%[57.1 µM],/,/,?,/,5%
COc1ccc2[nH]c(C)c(CCNC(=S)Nc3ccccc3OC)c2c1,-12%,0%,-0.5,-10%,3,0,-1%,-0.7,0%
CC(C)c1cc(=O)[nH]c(N2CCN(Cc3ccc4c(c3)OCO4)CC2)n1,14%,-6%,/,-5%,/,-3,-2%,0.0,-8%
COc1ccc(/C=C2\CCCCC2=O)cc1,12%[11.4 µM],?,/,-5%,/,/,1%,/,11%
CCc1c(C)nc(SCC(=O)c2cccs2)c(C#N)c1C,-1%,189%[activator],-1.0,-1%,-1,-2,?,3.2,2%
O=C1CC(Cc2ccccc2)C(=O)N1c1ncccn1 (stereo not given),-7%,-15%,0.6,-7%,1,1,-8%,-0.5,-12%
CSc1ncccc1C(=O)OCC(=O)Nc1ccc(C)c(S(=O)(=O)N2CCOCC2)c1,6%[57.1 µM],-4%,/,-9%,/,/,7%,/,3%
CNS(=O)(=O)c1cc(N(C)S(=O)(=O)c2ccc(C)cc2)c(C)cc1C,-10%,-24%,0.1,-9%,3,2,0%,-0.2,0%
CSc1ncc(C(=O)Nc2ccccc2C(F)(F)F)c(-c2ccccc2)n1,2%,-10%,-0.2,0%,/,-4,6%,-0.8,14%
O=C1NCCN(Cc2ccc(Cl)c(F)c2)C1CC(=O)N1CCCCO1 (stereo not given),-17%,-25%,0.2,8%,-4,3,-7%,0.4,-9%
COc1ccc(-c2nc(CNS(=O)(=O)c3ccc(C)cc3)cs2)cc1,-1%,-20%,1.1,-6%,/,6,?,-1.5,/
Cc1ccc(N=C(NO)c2cnccc2C(F)(F)F)c(C)c1,22%,-16%,1.7,4%,-5,32*,5%,-0.3,11%

# Results in Pin1 inhibitor (3 entries from above):
compound	Pin1 inhibitor
COc1ccc(CC(=O)NNC(=O)c2ccco2)cc1	15%
Cc1cccc(NC(=O)N2CC(=O)Nc3sc4c(c3C2c2ccccc2)CCCC4)c1C (stereo not given)	2%
COc1ccc(NC(=O)N2CCCCC2c2cccnc2)cc1 (stereo not given)	-11%

# Looked up one by one from above:
smiles,rTrxR1 inhibitor,USP1-UAF1 inh,D2 agonist,TrxR1 substrate,D2 antagonist,TRHR enhancer,Pin1 inhibitor,TRHR agonist,mIDH1 inhibitor
COc1cc(/C=C(\C#N)C(=O)NCC2CCCO2)ccc1OCC(N)=O (stereo not given),32%[activator][57.1 µM],-16%,0.4,-12%[57.1 µM],-2,14,-1%,1.1,6%
COCCN(C(=O)C1CCC1)c1c(N)n(CC(C)C)c(=O)[nH]c1=O,16%,-12%,-0.7,1%,-3,-1,1%,0.3,-10%
CC(=O)Nc1cccc(C(=O)OCc2ccccc2)c1,22%[57.1 µM],-14%,1.1,24%[57.1 µM],-4,-2,4%,0.1,6%
CCOc1ccc(C(=O)N/N=C(\c2ccccc2)c2ccccn2)cc1,0%,-4%,-0.9,-6%,21,-2,-1%,-0.6,4%
O=C(CN1CCN(S(=O)(=O)N2CCOCC2)CC1)Nc1cc(Cl)cc(Cl)c1,26%[57.1 µM],0%,4.1,5%[57.1 µM],13,-6,-3%,-0.2,14%
